PGC1a acetyl inh: PGC1a acetylation modulation, inhibitor mode | actives 0.17% (n = 350,000) | U2OS PGC1a acetylation, AlphaScreen anti-acetyl-lysine; with virally co-expressed GCN5 acetyltransferase | inhibition, % at 15.6 µM;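 active means every replicate shows inhibition of at least 40%; inconclusive means mean inhibition at least 40% but some replicate below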;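 further: 0% = neutral control wells and 100% = positive control wells; some results beyond the cut were filed as inactive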
FN deposition inh: fibronectin deposition inhibition; AH1F fibroblasts, Alexa488-fibronectin deposition fluorescence, overnight; AID 743247; actives 0.086% (n = 350,000); inhibition, % at 12.6 µM;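 active means mean inhibition across replicates of 30% or more, regardless of how many single replicates reach that level; inconclusive means mean under 30% yet at least half of replicates reach 30%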;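 further: positive control wells lacked labelled fibronectin entirely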
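Material: AH1F fibroblasts assembling fluorescent fibronectin matrix; amount: 10000 AH1F cells/well; medium: DMEM, 2% serum; reagent: Alexa488-fibronectin, 24 nM final in well; dosing: single compound dose, delivered by pin transfer; incubation: 1 h adhesion, overnight exposure; detection: fluorescence after three HBSS washes, excitation 485 nm, emission 525 nm; measure: fibronectin deposition inhibition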
PAX8 inh HTS: PAX8 transcriptional activity inhibition; RMG-I TPO-luciferase reporter, SteadyGlo, 24 h; inhibition, % at 12.6 µM; actives 1.2% (n = 360,000); AID 652154;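 active means mean replicate inhibition at least 60% with every replicate also reaching 60%; inconclusive means only one of the two criteria is met; inactive means mean below 60% and not all replicates reaching 60%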;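 further: luciferase light reporting Pax8 driven TPO promoter activity; plate controls were median of neutral control wells for no effect and mitoxantrone controls for full effect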
ERAP1 inh: ERAP1 (human) enzyme inhibition; Q9NZ08; recombinant ERAP1, Leu-AMC fluorescence, 60 min; inhibition, % at 10.7 µM; actives 0.15% (n = 340,000);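 active means mean replicate inhibition of at least 30%, or all replicates individually reaching that 30% level; inactive means mean below 30% and not every replicate reaching it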;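 further: 0% = neutral control wells and 100% = L-leucinethiol positive control wells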
Target sequence (Q9NZ08 whole entry, looked up): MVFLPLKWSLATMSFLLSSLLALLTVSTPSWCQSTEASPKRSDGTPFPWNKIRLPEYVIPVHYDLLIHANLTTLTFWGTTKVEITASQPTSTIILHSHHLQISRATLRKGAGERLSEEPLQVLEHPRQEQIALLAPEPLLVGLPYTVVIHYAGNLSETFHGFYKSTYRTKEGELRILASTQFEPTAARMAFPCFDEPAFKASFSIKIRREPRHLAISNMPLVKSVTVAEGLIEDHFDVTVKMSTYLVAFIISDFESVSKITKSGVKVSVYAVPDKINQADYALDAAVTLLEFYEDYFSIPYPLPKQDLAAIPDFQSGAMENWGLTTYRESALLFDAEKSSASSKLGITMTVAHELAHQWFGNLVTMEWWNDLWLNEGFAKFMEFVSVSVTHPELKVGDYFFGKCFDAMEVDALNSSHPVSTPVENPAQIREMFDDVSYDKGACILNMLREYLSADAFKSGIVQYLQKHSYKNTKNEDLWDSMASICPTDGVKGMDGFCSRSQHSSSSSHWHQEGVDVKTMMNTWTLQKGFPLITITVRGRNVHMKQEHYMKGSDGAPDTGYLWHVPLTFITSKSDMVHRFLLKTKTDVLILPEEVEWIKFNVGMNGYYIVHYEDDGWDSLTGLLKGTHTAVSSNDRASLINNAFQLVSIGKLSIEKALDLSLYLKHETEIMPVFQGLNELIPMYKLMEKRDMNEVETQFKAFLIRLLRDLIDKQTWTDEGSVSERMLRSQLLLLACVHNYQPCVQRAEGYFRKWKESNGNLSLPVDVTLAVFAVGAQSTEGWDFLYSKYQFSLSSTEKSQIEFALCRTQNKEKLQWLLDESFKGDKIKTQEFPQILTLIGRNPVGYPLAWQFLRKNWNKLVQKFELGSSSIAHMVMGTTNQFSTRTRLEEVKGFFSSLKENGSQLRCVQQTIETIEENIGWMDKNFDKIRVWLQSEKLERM
S100A4 inh HTS: blocks human S100A4 binding to myosin IIA peptide. inhibition, % at 10.7 µM. actives 0.14% (n = 360,000). P26447. S100A4/TAMRA-MyoIIA peptide fluorescence polarization. AID 652163;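 active means mean inhibition of at least 70% across replicates, with every replicate also reaching that level; inconclusive means mean inhibition reaches 70% but some replicates fall short; inactive means mean inhibition below 70%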
Target sequence (P26447 whole entry, looked up): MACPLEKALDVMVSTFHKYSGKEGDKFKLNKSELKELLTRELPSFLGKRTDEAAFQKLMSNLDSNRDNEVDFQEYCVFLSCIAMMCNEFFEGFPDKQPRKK
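Test system: S100A4 monomer protein; Medium: HEPES pH 7.2 with CaCl2, KCl, NaCl, DTT, Triton; Probe or stimulus: TAMRA-labelled myosin IIA heavy-chain peptide probe, 5 nM; Doses: one dose per compound; Times: polarization read 5 min after assay mix addition, stable 5–60 min; Benchmarks: neutral control DMSO, positive control TFP.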
LGR2 antag: inhibitors of bursicon-induced Drosophila LGR2 receptor cAMP signaling; HEK293 LGR2, CRE-luciferase, bursicon-stimulated, 4 h; AID 720647; actives 0.35% (n = 380,000); inhibition, % at 9.99 µM;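 active means drop in luminescence signal, shown as inhibition above about 50% in the replicate tests, limit read from the data, passing the limit was not always enough; inconclusive means probably only some replicates passing the limit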;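 further: agonist challenge used bursicon conditioned medium at about half maximal strength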
PglD inh: PglD (C. jejuni) enzyme inhibition. actives 0.098% (n = 360,000). purified PglD enzyme, DTNB colorimetric CoA detection. AID 602405. inhibition, % at 12.5 µM; in the data active means inhibition above about 16%, passing the limit was not always enough; inconclusive means no clear call, values can overlap the other calls; further: strong numbers were not always called active
EWS-Fli inh: blocks EWS/Fli oncoprotein-driven transcription. A673 NR0B1-luciferase reporter, viability-normalised. inhibition, % at 12.6 µM. actives 0.67% (n = 350,000). AID 651661;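 active means mean inhibition of at least 50% after viability correction, with every replicate also passing that limit; inconclusive means mean reaches 50% but only one of two replicates passes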;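 further: firefly luciferase signal divided by Alamar Blue viability fluorescence both relative to DMSO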
Active calls of the source: *; ? = inconclusive; nt = not tested or not shown; & = joins results of further samples.

SMILES	PGC1a acetyl inh	FN deposition inh	PAX8 inh HTS	ERAP1 inh	S100A4 inh HTS	LGR2 antag	PglD inh	EWS-Fli inh
CCCCN(C(=O)c1cc(CN2C(=O)c3ccccc3C2=O)ccc1OC)c1c(N)n(CC(C)C)c(=O)[nH]c1=O	-1	-6	-13	4	4	-2	1	0
O=C(NCC[C@H]1CC[C@H](NC(=O)C2CCC2)[C@H](CO)O1)c1ccc(F)cc1	-3	-9	-5	0	5	9	5	-3
CN(C)S(=O)(=O)c1ccc(Cl)c(C(=O)Nc2cccc([N+](=O)[O-])c2)c1	nt	6	38	nt	1	1	nt	-3
COc1ccc(S(=O)(=O)N2CCC3(CC2)CN(Cc2ccncc2)[C@H](CO)c2[nH]c4cc(OC)ccc4c23)cc1	7	nt	nt	-2	-13	4	nt	-12
C[C@H](CO)N1C[C@H](C)[C@H](CN(C)CC2CCCC2)OCc2cn(nn2)CCCC1=O	-4	16	-10	0	-16	-8	1	-5
Cc1ccc(S(=O)(=O)N(C)C[C@H]2Oc3ccc(NC(=O)Cc4cn(C)c5ccccc45)cc3C(=O)N([C@@H](C)CO)C[C@@H]2C)cc1	6	nt	4	-2	-5	-6	1	3
Cc1ccc(S(=O)(=O)N[C@@H]2CC[C@@H](CC(=O)NC3CCCCC3)O[C@@H]2CO)cc1	1	-10	-5	2	-31	5	-4	-5
Nc1ccnn1Cc1cccs1	-3	-2	-3	-2	-4	-7	2	1
Cc1nn(-c2nccs2)c2c1C(=O)CC(C)(C)C2Br (stereo unspecified)	nt	nt	-14	nt	2	9	3	-13
COc1ccc(/C=C/C(=O)c2cc(Br)ccc2O)cc1OC	nt	0	-4	-2	-2	1	nt	38
O=C(NCc1ccc(F)cc1)[C@@H]1[C@@H](CO)[C@@H]2Cn3c(cccc3=O)[C@H]1N2CC1CCCC1	nt	nt	nt	0	56	14	3	-1
O=C(c1cccc(F)c1)N1CC2(C1)[C@@H](c1ccccc1)[C@@H](CO)N2C(=O)C1CCOCC1	nt	nt	nt	-1	-5	12	nt	14
CCc1nnc(NC(=O)CSc2nnc3ncccn23)s1	7	nt	nt	-4	3	?	-1	1
Cc1cc(NC(=O)CCCn2ccc([N+](=O)[O-])n2)n(Cc2ccc(F)cc2)n1	41	6	13	3	0	-9	nt	-10
O=C(Nc1ccccc1)N1CCCCN2[C@@H](CO)[C@@H](c3ccc(-c4ccccc4F)cc3)[C@@H]2C1	-15	nt	2	1	7	-3	-1	24
Cc1ccc(S(=O)(=O)n2nccc2-c2c(-c3ccc(Cl)cc3)noc2C)cc1	-14	10	31	nt	-1	13	-9	9
CCC1CCCCN1C(=O)Nc1ccc(F)cc1 (stereo unspecified)	-10	-3	nt	nt	nt	0	-7	nt
CCC1Sc2ccc(S(=O)(=O)CCC(=O)Nc3ccc(OC(F)(F)F)cc3)cc2NC1=O (stereo unspecified)	-5	7	-6	1	-4	-9	-4	nt
CNC[C@H]1OCc2ccccc2-c2ccccc2C(=O)N([C@@H](C)CO)C[C@H]1C	-33&-1	-7&-6	-24	-5&-1	33&2	-5&2	2	3
O=C1O[C@@H](c2ccccc2)[C@@H](c2ccccc2)N2[C@@H](c3ccccc3OCCO)[C@]3(C(=O)Nc4ccc(C#CC5=CCCCC5)cc43)[C@@H](C(=O)N3CCN(c4ncccn4)CC3)[C@H]12	nt	nt	47	-1	-25	nt	-11	11
CCCNC(=O)[C@@H]1[C@@H](CO)[C@@H]2Cn3c(ccc(C4=CCCCC4)c3=O)[C@H]1N2CCC	nt	nt	-5	0	6	9	2	-8
COc1cccc(C(=O)NC2CCCN(C3Cc4ccccc4C3)C2)c1OC (stereo unspecified)	-1	-1	-5	-4	-1	-8	0	nt
Cc1ccc(C2(c3noc(CN(C)CC4COCCO4)n3)CCCC2)cc1 (stereo unspecified)	nt	16	-3	7	-2	nt	nt	-7
O=C(C1CCCN(Cc2ccccc2[N+](=O)[O-])C1)N1CCCCC1 (stereo unspecified)	2	-6	6	0	-6	6	2	8

7 compounds already listed, ordered by the number in PGC1a acetyl inh, largest number first:
Molecule	PGC1a acetyl inh	ERAP1 inh	S100A4 inh HTS	LGR2 antag	PglD inh
Cc1cc(NC(=O)CCCn2ccc([N+](=O)[O-])n2)n(Cc2ccc(F)cc2)n1	41	3	0	-9	nt
CCCCN(C(=O)c1cc(CN2C(=O)c3ccccc3C2=O)ccc1OC)c1c(N)n(CC(C)C)c(=O)[nH]c1=O	-1	4	4	-2	1
Nc1ccnn1Cc1cccs1	-3	-2	-4	-7	2
C[C@H](CO)N1C[C@H](C)[C@H](CN(C)CC2CCCC2)OCc2cn(nn2)CCCC1=O	-4	0	-16	-8	1
CCC1Sc2ccc(S(=O)(=O)CCC(=O)Nc3ccc(OC(F)(F)F)cc3)cc2NC1=O (stereo unspecified)	-5	1	-4	-9	-4
Cc1ccc(S(=O)(=O)n2nccc2-c2c(-c3ccc(Cl)cc3)noc2C)cc1	-14	nt	-1	13	-9
O=C(Nc1ccccc1)N1CCCCN2[C@@H](CO)[C@@H](c3ccc(-c4ccccc4F)cc3)[C@@H]2C1	-15	1	7	-3	-1

(next part)
SMILES	PGC1a acetyl inh	FN deposition inh	PAX8 inh HTS	ERAP1 inh	S100A4 inh HTS	LGR2 antag	PglD inh	EWS-Fli inh
CC(C)NC(=O)C(C)N1CCN(S(=O)(=O)c2ccc3ccccc3c2)CC1 (stereo unspecified)	nt	-4	2	8	-2	12	nt	8
Cc1cc(NC(=O)C(C)C)ncc1NC(=O)c1ccccn1	nt	-6	0	10	21	-8	nt	-4
O=C(NCCc1ccccc1)c1ccc2c(c1)S(=O)(=O)c1cc(Cl)ccc1C2=O	-15	7	30	nt	-1	-2	-1	5
CCS(=O)(=O)N1CC2(C1)[C@H](c1ccccc1)[C@H](CO)N2C(=O)C1CC1	-6	nt	-3	-1	1	-2	nt	3
O=C(CSc1nnnn1Cc1ccccc1)c1ccccc1F	nt	4	-30	0	-2	-56	nt	2
COC(/C=C/Nc1ccc(Cl)cc1)=C(C#N)C#N	13	-2	14	-4	0	0	nt	7
O=c1cc(-c2ccc(O)c(O)c2)oc2cc(O)cc(O)c12	nt	0	-80	5	4	23	-4	40
COc1ccc(S(=O)(=O)Nc2ccc3c(c2)C(=O)N([C@H](C)CO)C[C@H](C)[C@H](CN(C)Cc2ccc(Cl)c(Cl)c2)OCCCC[C@H](C)O3)cc1	-2	nt	?	2	2	-13	nt	3
CCC(=O)Nc1ccc2c(c1)C(=O)N(C)C[C@@H](OC)[C@H](C)CN(Cc1nccs1)[C@@H](C)CO2	9	2	nt	nt	nt	-10	nt	0
Cc1nc(SCC(=O)N(CC(C)C)C2CCS(=O)(=O)C2)c(C#N)c(C)c1C (stereo unspecified)	nt	nt	2	0	3	4	nt	-8
O=C(c1cnccn1)N1CC(=O)N2[C@H](C1)[C@@H](c1ccc(-c3ccc(F)cc3)cc1)[C@@H]2CO	2	nt	nt	2	8	-1	nt	nt
C[C@@H]1CN([C@@H](C)CO)C(=O)c2cc(NC(=O)CCC(F)(F)F)ccc2O[C@@H](C)CCCCO[C@H]1CN(C)S(=O)(=O)c1cn(C)cn1	nt	nt	-19	-1	-4	0	-1	-9
COc1ccc(NC(=O)CN(C)C(=O)Cc2n[nH]c(=O)c3ccccc23)cc1	0	nt	8	2	8	-10	-6	-2
CN(C(=O)/C(N=Nc1cccc(C(F)(F)F)c1)=C(\O)C(F)(F)F)c1ccccc1	3	3	17	nt	nt	nt	-5	nt
CCCNC(=O)N1C[C@H]2[C@@H](c3ccccc31)[C@@H](CO)N2C(=O)Nc1ccccc1F	0	-13	-44	0	7	-13	-2	-33
NS(=O)(=O)c1ccc(CCNC(=O)c2ccccc2OCc2ccc(F)cc2)cc1	nt	-3	19	-3	-8	20	0	5
FC(F)(F)c1cccc(Nc2cc(-c3ccccc3)nc3ncnn23)c1	0	11	2	4	-5	-2	nt	29
Cc1cccc(N2CCN(C(=O)c3cccc(N4CCCC4=O)c3)C(C)C2)c1 (stereo unspecified)	-10	6	27	-1	1	-3	-5	60*
CC1CN(C(=O)c2cc3cc(Br)ccc3[nH]2)CC(C)O1 (stereo unspecified)	-5	2	16	-4	0	1	-2	10
O=C(Nc1ccccc1-c1nnn(CC(=O)N2CCN(c3ccccc3)CC2)n1)c1cccs1	nt	nt	nt	11	-4	18	nt	5
COCC(=O)N1CCC2(CC1)CN(C(=O)c1ccccn1)[C@H](CO)c1c2c2ccc(OC)cc2n1C	nt	-10	nt	-4	4	10	nt	7
C[C@@H]1CCCCO[C@H](CN(C)S(=O)(=O)c2ccccc2)[C@@H](C)CN([C@@H](C)CO)C(=O)c2cc(NC(=O)C3CCCCC3)ccc2O1	1	7	29	1	0	-5	3	2
COCc1cn(CC[C@@H]2CC[C@@H](NC(=O)Nc3ccc(Cl)cc3)[C@H](CO)O2)nn1	7	nt	-4	1	3	-3	1	-4
Nc1ccc2nc(CCCCCCCCc3nc4ccc(N)cc4[nH]3)[nH]c2c1	nt	-1	-3	0	5	32	nt	-3
CCCC/C=C/C(NC(=O)c1ccc(-c2ccccc2)cc1)c1ccccc1 (stereo unspecified)	nt	3	15	nt	-2	0	-4	-8
O=C(CSc1nc(O)cc(=O)[nH]1)N1c2ccccc2Sc2ccccc21	-8	-24	-18	16	-10	10	1	-9
COCC#Cc1ccc([C@H]2[C@H]3CN(C(=O)NC4CCCC4)CCCCN3[C@H]2CO)cc1	7	-5	-4	0	12	16	2	-6
COc1cccc(/C=C(\C)C(=O)c2c(C)cc(C)[nH]c2=O)c1OC	0	1	-7	-2	-15	2	3	13
Cc1cc(Oc2cccnc2)ccc1NC(=O)CCc1c[nH]c2ccccc12	nt	0	17	0	-1	7	nt	35
c1ccc(CN2[C@@H]3CNC[C@H]2C3c2ccc(-c3ccncc3)cc2)nc1 (stereo partly specified)	8	-4	-14	-3	9	1	nt	19
O=C(COC(=O)Cc1ccc(S(=O)(=O)N2CCOCC2)s1)Nc1ccc([N+](=O)[O-])cc1	-2	nt	12	1	-1	-6	0	0
O=C(COC(=O)c1ccccc1Nc1ccc(SC(F)F)cc1)NCc1ccco1	-4	6	-90	nt	nt	nt	1	nt
C/C=C/c1ccc([C@@H]2[C@@H](CO)N(C(C)=O)C23CN(C(=O)c2cnccn2)C3)cc1	6	nt	nt	nt	-4	-5	nt	0
O=c1c2ccccc2nc(SCc2cccc(F)c2)n1C1CCCC1	-8	-3	-10	nt	nt	-16	4	nt
C/C=C/c1ccc([C@H]2[C@@H](CO)N3CCCCN(S(=O)(=O)c4cccs4)C[C@@H]23)cc1	-19	nt	2	-1	5	10	-1	nt

2 of the compounds above, as a markdown table.
| SMILES | PGC1a acetyl inh | FN deposition inh | PAX8 inh HTS | ERAP1 inh | S100A4 inh HTS | LGR2 antag | PglD inh | EWS-Fli inh |
| --- | --- | --- | --- | --- | --- | --- | --- | --- |
| COc1ccc(NC(=O)CN(C)C(=O)Cc2n[nH]c(=O)c3ccccc23)cc1 | 0 | nt | 8 | 2 | 8 | -10 | -6 | -2 |
| COC(/C=C/Nc1ccc(Cl)cc1)=C(C#N)C#N | 13 | -2 | 14 | -4 | 0 | 0 | nt | 7 |
